p53null 39C tox – selectivity test: cytotoxicity in p53 null cells, nonpermissive temperature | H1299 p53-null (neo) cells, 39C, ATPlite viability, 24 h | Potency, µM (titrated, usually from 46.1 µM), for inactives: at the highest dose activity, negative = cell killing, usual class: cytotoxic | actives 0.97% (n = 55,000) | AID 904;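 also: potency is read from the fitted curve at half-maximal effect; 0% = DMSO only and -100% = full killing by 100 µM tamoxifen; nearly all actives have a fitted effect of over 50% in size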
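Luminescent ATP signal reported cell survival after H1299 lines (neo, p53 null; or p53 A138V) received up to 46 uM compound and 24 hr incubation at 39C.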
FH mod – Identification of activators of human fumarate hydratase by quantitative high-throughput screening; Fumarate hydratase, mitochondrial (Homo sapiens), P07954; FH coupled MDH/diaphorase resazurin fluorescence, 15 min; Potency, µM (highest dose often 79.9 µM), for the others: top-dose activity change, negative = inhibition, most hits filed as inhibitors; actives 0.22% (n = 54,000); also: potency is read from the fitted curve at half-maximal effect; % is scaled to controls: 0 for no effect and ±100 for the full control effect; the screen sought activators but most active calls are inhibition curves; nearly all actives have a fitted effect of over 45% in size
Target sequence (P07954 whole entry, looked up): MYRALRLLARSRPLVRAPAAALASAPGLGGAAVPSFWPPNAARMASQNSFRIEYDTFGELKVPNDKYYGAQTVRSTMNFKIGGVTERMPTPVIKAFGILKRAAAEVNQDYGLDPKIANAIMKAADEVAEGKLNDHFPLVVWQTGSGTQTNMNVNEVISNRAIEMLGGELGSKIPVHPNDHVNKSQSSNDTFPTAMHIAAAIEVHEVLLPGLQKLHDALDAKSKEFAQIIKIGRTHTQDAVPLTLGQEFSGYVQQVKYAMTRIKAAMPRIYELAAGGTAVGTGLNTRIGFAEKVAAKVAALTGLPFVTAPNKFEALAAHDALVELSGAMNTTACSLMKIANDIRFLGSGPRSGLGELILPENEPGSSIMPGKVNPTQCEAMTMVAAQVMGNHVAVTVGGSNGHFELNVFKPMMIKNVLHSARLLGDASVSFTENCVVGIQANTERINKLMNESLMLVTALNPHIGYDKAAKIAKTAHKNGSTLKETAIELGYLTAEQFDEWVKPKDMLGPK
NTMT1 inhibitor – inhibitors of human N-terminal methyltransferase NTMT1 | Q9BV86 | NTMT1 MTase-Glo SAH luminescence, purified enzyme | Potency, µM (series often up to 114 µM), for the others: top-dose activity change, negative = inhibition, hits mostly inhibitors | actives 2.5% (n = 59,000) | AID 1645870;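 also: potency is read from the fitted curve at half-maximal effect; plate controls were DMSO vehicle for no effect and no enzyme for full effect; nearly all actives have a fitted effect of over 65% in size; many of its hits are not listed in these tables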
B2AR arrestin ag – ADRB2 beta-arrestin recruitment; HTLA Tango cells, beta-arrestin recruitment, luciferase luminescence, 18 h; Potency, µM (top dose mostly 46.1 µM), for inactives: top-dose activation, actives largely listed as activators; 44,000 tested, under 10 active;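 also: potency is read from the fitted curve at half-maximal effect; 0% = DMSO and full agonism = EC100 isoproterenol or metaproterenol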
Target sequence (P07550 whole entry, looked up): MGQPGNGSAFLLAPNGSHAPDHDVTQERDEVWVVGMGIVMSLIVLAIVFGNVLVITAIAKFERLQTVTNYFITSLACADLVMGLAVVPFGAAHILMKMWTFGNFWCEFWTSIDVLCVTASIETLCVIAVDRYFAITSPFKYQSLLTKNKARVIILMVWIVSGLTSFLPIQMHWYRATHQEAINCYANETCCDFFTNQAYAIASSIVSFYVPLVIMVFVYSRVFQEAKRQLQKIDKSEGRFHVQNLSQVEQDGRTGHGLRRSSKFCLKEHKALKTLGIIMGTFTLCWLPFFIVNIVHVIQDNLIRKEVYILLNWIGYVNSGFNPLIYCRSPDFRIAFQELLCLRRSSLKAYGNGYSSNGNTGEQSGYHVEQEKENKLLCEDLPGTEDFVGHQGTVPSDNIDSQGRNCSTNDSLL
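First, Tango cells carrying beta2-AR and beta-arrestin fusions received compound up to 46 microM. After 18 hr at 37 degrees C, luciferase substrate was added for 15 minutes, then luminescence gave %Activity for curve fitting.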
GALK inh – inhibits human galactokinase; P51570; AID 1347072; Potency, µM (doses to about 57.5 µM), inactives show top-dose activity, negative = inhibition, usual class: inhibitors; 44,000 tested, under 10 active; recombinant GALK, Kinase-Glo ATP luminescence, 1 h;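 also: plate controls were full GALK reaction for no effect and reaction lacking GALK for full effect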
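Luminescent ATP-depletion readout (Kinase-Glo Plus, 10 min) after 1 h RT reaction of 5 nM GALK, 35 uM ATP, 100 uM galactose, pH 8.0 HEPES buffer. Decreased kinase activity scored as inhibition.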
TSG101-PTAP inh – TSG101-PTAP interaction inhibition, HIV-1 budding; Q99816; Fluorescence polarization, FITC-PTAP peptide/Tsg101, 20 min; Potency, µM (series often up to 115 µM), for the others: top-dose activity change, negative = inhibition, usual class: inhibitors; 44,000 tested, under 10 active; also: potency is read from the fitted curve at half-maximal effect; 0% is about no effect
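FITC-labeled PTAP peptide (50 nM final) binding to Tsg101 binding domain (10 uM final) read by fluorescence polarization after 20 min at r.t. in HEPES pH 7.5 buffer. Actives by CRC class, <25 µM.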
p53null 32C tox – kills p53 null cells at the permissive temperature. H1299-neo p53 null cells, ATP luminescence, 24 h, 32C. Potency, µM (titrated, usually from 46.1 µM), for inactives: at the top dose activity change, negative = cytotoxicity, most hits filed as cytotoxic. actives 0.62% (n = 55,000). AID 903;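 also: potency is read from the fitted curve at half-maximal effect; 0% = DMSO only and -100% = full killing by 100 µM tamoxifen; nearly all actives have a fitted effect of over 55% in size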
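Cytotoxicity: H1299-neo (no p53), 32C, 24 h treatment. Concentrations up to 46 uM. Readout cellular ATP, luminescence. Normalization to DMSO basal and tamoxifen 100 uM maximal kill.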
* hit, by the source's call; ? = inconclusive; nt = no result given; [ ] = another dose, or the depositor's remark. Calls follow the shape of the dose curve; as a rule, active = well fitted curve in the direction sought with a large enough effect; inconclusive = small, poorly fitted or top-dose-only effect, or another doubt; inactive = no such curve, though single readings can be large; an effect the other way counts as inactive or inconclusive.

SMILES	p53null 39C tox	FH mod	NTMT1 inhibitor	B2AR arrestin ag	GALK inh	TSG101-PTAP inh	p53null 32C tox
O=C(c1ccc2c(c1)N(Cc1ccccc1F)C(=O)c1ccccc1S2(=O)=O)N1CCc2ccccc21	-20%	-8%	0%	1%	1%	-5%	4%
CCCCOc1ccc(Cn2c(=O)oc3ccccc32)cc1	-2%	-2%	6%	-3%	-3%	0%	-5%
COc1ccc(NC(=O)c2sc3nc4c(cc3c2N)CN(C(C)C)CC4)c(OC)c1	-27%	-8%	?	1%	0%	-3%	-2%
Cc1cc(C)nc(NS(=O)(=O)c2ccc(NC(=O)c3nc(SC(C)C)ncc3Cl)cc2)n1	3%	-5%	4%	-1%	-3%	1%	-6%
O=C(CC(c1cccs1)N1Cc2ccccc2C1=O)Nc1ccc(F)c(F)c1 (configuration not stated)	28%	-3%	17%	-1%	-2%	2%	3%
COc1cc(C(=O)NCc2ccc3c(c2)CCN3C(=O)c2ccncc2)cc(OC)c1OC	9%	-7%	-11%	-1%	1%	-1%	4%
COc1ccc(-c2c3c(=O)n(C)c(=O)n(C)c3c3c(-c4cccc(C)c4)nc4ccccc4n23)cc1	20%	-30%	-3%	-2%	3%	-2%	15%
COC(=O)c1scc(-c2ccc(C)cc2)c1S(=O)(=O)N1CCN(c2ccc(OC)cc2)CC1	10%	-19%	3%	1%	1%	-2%	-1%
Cc1ccc(C)c(NC(=O)CSc2cn(CC(=O)N3CCCC3)c3ccccc23)c1	-2%	0%	14%	0%	1%	-5%	-8%
Cc1ccc(C)c(N2CCN(S(=O)(=O)c3cc(C(=O)Nc4ccccc4C(F)(F)F)ccc3F)CC2)c1	4%	-8%	6%	-1%	0%	1%	6%
CCOc1ccccc1C(=O)N1CCC(c2nc3ccccc3o2)CC1	12%	-6%	89µM*	-3%	1%	1%	-5%
O=S(=O)(c1cccc(F)c1)N1CCC(c2nc3ccccc3s2)CC1	-12%	1%	9%	-2%	-12%	-2%	-3%
COc1ccccc1-c1nnc(C2CCN(S(=O)(=O)c3ccc(F)c(C)c3)CC2)o1	-3%	-10%	3%	0%	-11%	-4%	-1%
CCOc1ccc(NC(=O)Cn2cc(S(=O)(=O)N3CCN(c4ccccc4F)CC3)c3ccccc3c2=O)cc1	-12%	?	14%	0%	-8%	-2%	0%
CC1(C)CC(=O)c2cc(C(=O)Nc3ccc(Cl)cc3)c(=O)[nH]c2C1	-22%	6%	2%	1%	2%	-2%	2%
CCN(Cc1ccccc1)c1nc2c(S(=O)(=O)c3ccccc3)nnn2c2ccc(Cl)cc12	0%	-14%	7%	1%	-7%	1%	10%
Cc1nnc(N2CCC(C(=O)NC(C)C)CC2)c2nn(-c3ccc(Cl)cc3)c(C)c12	-5%	7%	3%	1%	1%	-2%	1%
Cc1cccc(Cn2cc(C(=O)Nc3cc(F)ccc3F)ccc2=O)c1	-10%	-5%	-2%	1%	-4%	-1%	-4%
O=C(Nc1ccc2nc(SCCOc3ccccc3)sc2c1)c1ccccc1F	22%	1%	-3%	-4%	6%	0%	-7%
CC1=C(C(=O)Nc2ccccc2)C(c2ccc(Br)cc2)n2nc(CCCO)nc2N1 (configuration not stated)	3%	-9%	-18%	0%	?	1%	1%
Cc1ccc(CCNC(=O)c2ccc3c(c2)N(Cc2ccccc2F)C(=O)c2ccccc2S3=O)cc1 (configuration not stated)	3%	-9%	1%	1%	9%	-1%	-9%
CCOc1ccc(-c2nnc(SCC(=O)Nc3cccc(Cl)c3C)o2)cc1	-17%	2%	-5%	-1%	?	5%	6%
O=C(NCCN1CCN(c2ccccc2)CC1)Nc1ccccc1Br	-1%	0%	-6%	-2%	3%	-2%	-4%
COc1ccc(OC)c(CNc2ncnc3onc(C)c23)c1	-4%	0%	0%	0%	1%	0%	2%
O=C(Cn1c(=O)oc2cc(S(=O)(=O)NCc3ccccc3)ccc21)NCc1ccccc1Cl	10%	0%	?	-1%	-2%	-3%	17%
COc1ccc(OC)c(CNC(=O)c2cc(-c3ccc(Cl)s3)nc3ccccc23)c1	10%	-10%	5%	0%	-1%	-3%	-1%
Cc1ccc(OCCCC(=O)Nc2sc3c(c2C(N)=O)CCC(C)C3)cc1 (configuration not stated)	-14%	nt	nt	-1%	0%	10%	2%
COc1cccc(NC(=O)Cc2ccc(NC(=O)N3CCCCc4ccccc43)cc2)c1	19%	4%	6%	6%	0%	-3%	-12%
Cc1ccc(C)c(N2CCN(S(=O)(=O)c3ccc4c(c3)CCCN4C(=O)C3CCC3)CC2)c1	-17%	-7%	21%	0%	-6%	-1%	-2%
COc1ccc(-c2nc3c(c(SCc4cc(C)ccc4C)n2)Cc2c(CO)cnc(C)c2O3)cc1	9%	-1%	1%	0%	0%	-10%	-4%

Whole records as entered above. Values in the order: p53null 39C tox	FH mod	NTMT1 inhibitor	B2AR arrestin ag	GALK inh	TSG101-PTAP inh	p53null 32C tox
CCOc1ccc(-c2nnc(SCC(=O)Nc3cccc(Cl)c3C)o2)cc1 reads -17%	2%	-5%	-1%	?	5%	6%
Cc1ccc(OCCCC(=O)Nc2sc3c(c2C(N)=O)CCC(C)C3)cc1 (configuration not stated) reads -14%	nt	nt	-1%	0%	10%	2%
O=C(NCCN1CCN(c2ccccc2)CC1)Nc1ccccc1Br reads -1%	0%	-6%	-2%	3%	-2%	-4%
COc1cccc(NC(=O)Cc2ccc(NC(=O)N3CCCCc4ccccc43)cc2)c1 reads 19%	4%	6%	6%	0%	-3%	-12%
Cc1cccc(Cn2cc(C(=O)Nc3cc(F)ccc3F)ccc2=O)c1 reads -10%	-5%	-2%	1%	-4%	-1%	-4%

The listing continues:
SMILES	p53null 39C tox	FH mod	NTMT1 inhibitor	B2AR arrestin ag	GALK inh	TSG101-PTAP inh	p53null 32C tox
CCOc1cccc2sc(N(Cc3cccnc3)C(=O)C3CCCCC3)nc12	16%	?	?	-3%	-7%	1%	24%
CN(c1ccc(Cl)cc1)S(=O)(=O)c1nnc(NC(=O)C2CCCCC2)s1	-5%	-11%	9%	0%	3%	2%	-3%
Cc1cc(C)c2nc(N(Cc3cccnc3)C(=O)c3ccc(S(=O)(=O)N(C)C)cc3)sc2c1	-22%	-1%	-8%	0%	2%	1%	-6%
COC(=O)c1c(NC(=O)CCCOc2cccc(C)c2)sc2c1CCC(C)C2 (configuration not stated)	-1%	nt	nt	0%	1%	5%	-14%
O=C(Nc1ccccc1Cl)N1CCC(CN2CCCCC2)CC1	20%	3%	0%	-1%	1%	-3%	2%
Cc1ccc(Cl)cc1NC(=O)C1CCN(c2nc3ccccc3n3cccc23)CC1	?	-1%	9%	0%	-3%	-1%	51%[activator]
CC(=O)c1ccc(NC(=O)Cn2cc(S(=O)(=O)Cc3cccc(Cl)c3)c3ccccc32)cc1	?	-8%	11%	0%	3%	10%	-5%
CC(NC(=O)c1ccc2c(c1)sc1nc(-c3ccc(F)cc3)cn12)C12CC3CC(CC(C3)C1)C2 (configuration not stated)	-3%	-10%	7%	-1%	2%	-1%	-6%
CCCCCOc1ccc(C2c3c(oc4ccccc4c3=O)C(=O)N2c2nc(C)c(C)s2)cc1OCC (configuration not stated)	3%	-14%	-15%	1%	0%	1%	-5%
CCn1c(SCC(=O)Nc2ccccc2C(=O)OC)nc2ccsc2c1=O	4%	-9%	10%	-2%	-4%	-2%	5%
Cc1c(C(=O)NCc2ccccc2)sc2nc3n(c(=O)c12)CCCCC3	0%	-6%	?	2%	-2%	?	6%
Cc1cccc(-c2noc(CN(C(=O)COc3ccc(C(C)C)cc3)C(C)C)n2)c1	23%	-29%	1%	0%	9%	0%	-6%
Cc1cn(C)c(CC(=O)N2CCN(c3cccc(Cl)c3)CC2)c1C(=O)O	1%	4%	17%	-2%	-6%	-10%	6%
CCc1cnc2c(c1SCC(=O)Nc1ccc(OC)c(OC)c1)c(=O)n(C)c(=O)n2C	14%	-6%	0%	-2%	0%	-4%	-6%
O=C(Cn1nc(C(F)(F)F)c2c1CCCC2)Nc1ccc(F)c(Cl)c1	?	-8%	9%	-1%	3%	0%	?

Gathered by group, the compounds so far containing a CF3 group
SMILES	p53null 39C tox	FH mod	NTMT1 inhibitor	B2AR arrestin ag	GALK inh	TSG101-PTAP inh	p53null 32C tox
Cc1ccc(C)c(N2CCN(S(=O)(=O)c3cc(C(=O)Nc4ccccc4C(F)(F)F)ccc3F)CC2)c1	4%	-8%	6%	-1%	0%	1%	6%
O=C(Cn1nc(C(F)(F)F)c2c1CCCC2)Nc1ccc(F)c(Cl)c1	?	-8%	9%	-1%	3%	0%	?

Other entries follow.
SMILES	p53null 39C tox	FH mod	NTMT1 inhibitor	B2AR arrestin ag	GALK inh	TSG101-PTAP inh	p53null 32C tox
CCn1nnc2cc(C(=O)Nc3ccc(Cl)cc3C)ccc21	11%	1%	2%	0%	2%	3%	-5%
CCc1nnc(NC(=O)CSc2nccn2Cc2ccc(C)cc2)s1	-7%	5%	3%	0%	4%	-3%	-2%
Cc1cc(C)c(NC(=O)Cn2c(=O)n(CCC(C)C)c(=O)c3cccnc32)c(C)c1	-16%	2%	2%	0%	-11%	-15%	-8%
COc1ccc(-c2coc3c2c(C)cc2oc(=O)c(C)c(C)c23)cc1	9%	-4%	-6%	-1%	2%	-9%	-1%
COc1ccc(OC)c2sc(N3CCN(C(=O)c4ccco4)CC3)nc12	17%	9%	-8%	-3%	-1%	-2%	-3%
CCC(=O)Nc1ccc(-c2nc3ncccc3o2)cc1C	-23%	-2%	-10%	0%	-14%	-7%	-3%
Cc1cccc(C(=O)N2CCc3cc(CNC(=O)c4cc5ccccc5[nH]4)ccc32)c1	4%	2%	?	-2%	-2%	2%	-1%
COc1ccccc1OCCCn1c(-c2ccc(Cl)cc2)nc2ccccc2c1=O	8%	-5%	3%	1%	-15%	1%	-3%
c1ccc(Cc2nnc(SCc3nc(-c4cccs4)no3)n2-c2ccccc2)cc1	43%[activator]	-12%	?	0%	1%	1%	18%
Cc1cc(C)c(NC(=O)C(C)n2nc(-c3ccc(C)c(C)c3)ccc2=O)c(C)c1 (configuration not stated)	11%	-9%	-19%	-5%	-7%	-1%	-8%
CC(C)Oc1ccc(CNS(=O)(=O)c2csc(C(N)=O)c2)cc1	5%	10%	8%	-1%	0%	-4%	5%

Some values from the entries so far.
Reading for CCn1nnc2cc(C(=O)Nc3ccc(Cl)cc3C)ccc21 in TSG101-PTAP inh: 3%
Reading for c1ccc(Cc2nnc(SCc3nc(-c4cccs4)no3)n2-c2ccccc2)cc1 in FH mod: -12%
Reading for COc1ccccc1OCCCn1c(-c2ccc(Cl)cc2)nc2ccccc2c1=O in p53null 32C tox: -3%
Reading for CCC(=O)Nc1ccc(-c2nc3ncccc3o2)cc1C in FH mod: -2%
Reading for Cc1cc(C)c(NC(=O)C(C)n2nc(-c3ccc(C)c(C)c3)ccc2=O)c(C)c1 (configuration not stated) in B2AR arrestin ag: -5%
Reading for Cc1cccc(C(=O)N2CCc3cc(CNC(=O)c4cc5ccccc5[nH]4)ccc32)c1 in FH mod: 2%

Source: PubChem BioAssay (National Center for Advancing Translational Sciences (NCATS))

This is a subset. The share of hits here may be higher or lower than overall.
